# LYPLA1 counter – LYPLA1 inhibitors, primary screen, counter-screen for PME1 inhibitor project, biochemical, fluorescence polarization, FP-Rh probe ABPP. recombinant LYPLA1. 0.16% of 320,000 active. Acyl-protein thioesterase 1 (Homo sapiens), O75608. inhibition, % at 5.9 µM;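 active = inhibition above the mean of all tested compounds plus 3 SD, set per campaign, cut at about 14% in these data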;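 note: inhibitors block serine hydrolase probe labeling of LYPLA1 so polarization falls; 0% = enzyme with DMSO and 100% = wells lacking LYPLA1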
# Target sequence (O75608 whole entry, looked up): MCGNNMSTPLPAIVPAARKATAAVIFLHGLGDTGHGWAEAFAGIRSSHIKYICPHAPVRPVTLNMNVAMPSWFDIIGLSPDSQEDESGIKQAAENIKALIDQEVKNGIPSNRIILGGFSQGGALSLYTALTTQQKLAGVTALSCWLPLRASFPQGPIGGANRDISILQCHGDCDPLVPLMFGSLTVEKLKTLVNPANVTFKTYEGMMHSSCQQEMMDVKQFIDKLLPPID
# LYPLA2 counter – LYPLA2 inhibitors, primary screen, counter-screen for PME1 inhibitor project, biochemical, fluorescence polarization, FP-Rh probe ABPP | recombinant LYPLA2 | Acyl-protein thioesterase 2 (Homo sapiens), O95372 | AID 2177, 2009 | 0.38% of 320,000 active | inhibition, % at 5.9 µM;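 active = inhibition above the screen-wide mean plus 3 SD, limit set per campaign, cut at about 26% in these data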;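 note: 0% = LYPLA2 with DMSO and 100% = wells lacking LYPLA2 enzyme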
# PAFAH1B2 FP inh – PAFAH1B2 enzyme inhibitors, primary screen, biochemical, fluorescence polarization, human | 1.2% of 340,000 active | recombinant PAFAH1B2, FP-rhodamine activity probe | inhibition, % at 3.39 µM;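 active = inhibition above the mean of all tested compounds plus 3 SD, cut at about 24% in these data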;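 note: 0% = enzyme with DMSO and 100% = wells lacking PAFAH1B2; many of its hits are not listed in these tables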
# GSTO1 counter – inhibitors of recombinant GSTO1, primary screen, counter-screen for RBBP9 inhibitor project, biochemical, fluorescence polarization | 1.1% of 300,000 active | inhibition, % at 5.96 µM | activity-based probe fluorescence polarization | Glutathione S-transferase omega-1 (Homo sapiens), P78417;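 active = inhibition above the campaign mean inhibition plus 3 SD, cut at about 35% in these data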;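 note: 0% = GSTO1-1 with DMSO and 100% = wells lacking GSTO1-1 enzyme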
# Target sequence (P78417 whole entry, looked up): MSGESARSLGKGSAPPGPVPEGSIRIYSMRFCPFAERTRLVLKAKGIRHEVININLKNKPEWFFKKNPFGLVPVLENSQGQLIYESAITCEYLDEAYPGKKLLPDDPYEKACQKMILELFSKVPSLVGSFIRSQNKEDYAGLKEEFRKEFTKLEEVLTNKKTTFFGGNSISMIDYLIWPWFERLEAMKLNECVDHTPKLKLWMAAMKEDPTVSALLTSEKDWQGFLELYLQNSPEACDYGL
# pPAFAH FP inh – pPAFAH enzyme inhibitors, primary screen, biochemical, fluorescence polarization, human | Platelet-activating factor acetylhydrolase (Homo sapiens), Q13093 | recombinant pPAFAH, FP-rhodamine probe fluorescence polarization | inhibition, % at 3.39 µM | 1.5% of 330,000 active;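 active = inhibition above the mean inhibition across the screen plus 3 SD, cut at about 25% in these data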;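 note: inhibitors block binding of the rhodamine activity-based probe so polarization drops; 0% = enzyme with DMSO and 100% = wells lacking pPAFAH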
# PME-1 primary – PME-1 inhibitors via competitive probe labeling, primary screen, biochemical, fluorescence polarization, FP-Rh probe, HTS; Protein phosphatase methylesterase 1 (Homo sapiens), Q9Y570; recombinant PME-1; inhibition, % at 5.9 µM; 0.53% of 320,000 active; AID 2130, 2009;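 active = inhibition above the campaign mean of all compounds plus 3 SD, cut at about 26% in these data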;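 note: competitive labeling of PME-1 active site by serine hydrolase directed probe; 0% = PME-1 with DMSO and 100% = wells lacking PME-1 enzyme; inhibitors block probe labeling so polarization falls and inhibition rises; many of its hits are not listed in these tables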
# Target sequence (Q9Y570 whole entry, looked up): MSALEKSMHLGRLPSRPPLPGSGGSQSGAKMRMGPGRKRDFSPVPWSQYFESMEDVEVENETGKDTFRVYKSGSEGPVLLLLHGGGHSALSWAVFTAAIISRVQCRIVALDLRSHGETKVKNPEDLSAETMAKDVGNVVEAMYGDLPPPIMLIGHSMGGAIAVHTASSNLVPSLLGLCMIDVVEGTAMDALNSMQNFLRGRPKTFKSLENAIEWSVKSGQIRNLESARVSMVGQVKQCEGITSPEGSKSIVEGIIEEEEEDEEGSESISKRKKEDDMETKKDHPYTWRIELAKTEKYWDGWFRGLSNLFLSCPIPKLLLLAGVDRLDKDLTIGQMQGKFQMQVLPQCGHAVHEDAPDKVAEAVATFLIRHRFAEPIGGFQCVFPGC
# PREPL inh – PREPL enzyme inhibitors, primary screen, biochemical, fluorescence polarization | recombinant PREPL, fluorescence polarization activity-based probe | inhibition, % at 5.96 µM | 0.68% of 320,000 active | AID 2751, 2010; in the data active = inhibition above about 43%;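 note: 0% = enzyme with DMSO and 100% = wells lacking enzyme; many of its hits are not listed in these tables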
# PAFAH1B3 FP inh – PAFAH1B3 enzyme inhibitors, primary screen, biochemical, fluorescence polarization, human; Platelet-activating factor acetylhydrolase IB subunit alpha1 (Homo sapiens), Q15102; AID 492972, 2010; inhibition, % at 3.39 µM; 0.28% of 340,000 active; recombinant PAFAH1B3, FP-rhodamine probe;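 active = inhibition above the screen-wide average of all tested compounds plus 3 SD, cut at about 25% in these data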;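 note: 0% = enzyme with DMSO only and 100% = wells lacking PAFAH1B3 protein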
# PAD4 inh – human PAD4 inhibitors, primary screen, biochemical, fluorescence polarization, 1536-well format; recombinant PAD4, RCA probe fluorescence polarization; inhibition, % at 6.36 µM; 0.41% of 330,000 active; AID 485272, 2010;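 active = percent inhibition above a cutoff equal to the mean of all tested compounds plus 3 SD, cut at about 15% in these data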;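 note: 0% = PAD4 with RCA probe and DMSO and 100% = probe without PAD4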
# An asterisk follows results filed as active; / = no result given. Not all compounds are listed; rates above refer to the full screens.
# Start of the listing, in advance (twelve entries):
SMILES,LYPLA1 counter,LYPLA2 counter,PAFAH1B2 FP inh,GSTO1 counter,pPAFAH FP inh,PME-1 primary,PREPL inh,PAFAH1B3 FP inh,PAD4 inh
CCN(CC)CCOc1ccc2c(c1)C(=NNC(=O)c1ccccn1)c1cc(OCCN(CC)CC)ccc1-2,2,-4,0,6,0,-1,-42,-1,0
COCCCN1C(=O)C(O)=C(C(C)=O)C1c1ccccn1 (configuration not stated),-3,-5,-8,0,2,-2,7,10,1
COc1ccc(CCNC(=O)CCCOc2cc(=O)n(C)c3ccccc23)cc1OC,-2,-5,4,5,4,2,-2,6,-1
COc1ccc(Cl)cc1NC(=S)N(CCN1CCOCC1)C1CCN(C(C)=O)CC1,2,4,1,-4,3,2,0,-1,1
CCCNc1[nH]c(=O)n(C)c(=O)c1N=O,1,4,0,13,1,4,7,1,2
COC(=O)COc1ccc(S(=O)(=O)N2CCc3ccccc3C2)cc1C,2,6,3,0,4,12,-1,10,-1
Cc1cc([N+](=O)[O-])nn1CCCC(=O)Nc1cc(Cl)ccc1Cl,-2,1,3,-2,5,5,-2,4,-2
COc1ccc(-c2nc(-c3ccccc3)c(-c3cc([N+](=O)[O-])ccc3C)[nH]2)cc1O,-4,1,-4,-24,10,39*,21,10,-5
O=C(Nc1c(S(=O)(=O)c2ccc(Cl)cc2)csc1Br)c1ccccc1Cl,0,-5,9,0,-2,-1,-2,4,4
CN(Cc1ccccc1)S(=O)(=O)c1ccccc1[N+](=O)[O-],-4,2,5,-4,3,-3,-3,4,-5
COC(=O)c1ccc(SCc2cnc(Cl)s2)cc1,4,6,3,9,4,1,-1,4,4
CN(C)S(=O)(=O)c1ccc(C(=O)Oc2cc(=O)[nH]c3ccccc23)cc1,-2,-3,6,4,-1,-6,9,-3,-2

# Results, from the first entry:
SMILES,LYPLA1 counter,LYPLA2 counter,PAFAH1B2 FP inh,GSTO1 counter,pPAFAH FP inh,PME-1 primary,PREPL inh,PAFAH1B3 FP inh,PAD4 inh
CCN(CC)CCOc1ccc2c(c1)C(=NNC(=O)c1ccccn1)c1cc(OCCN(CC)CC)ccc1-2,2,-4,0,6,0,-1,-42,-1,0
COCCCN1C(=O)C(O)=C(C(C)=O)C1c1ccccn1 (configuration not stated),-3,-5,-8,0,2,-2,7,10,1
COc1ccc(CCNC(=O)CCCOc2cc(=O)n(C)c3ccccc23)cc1OC,-2,-5,4,5,4,2,-2,6,-1
COc1ccc(Cl)cc1NC(=S)N(CCN1CCOCC1)C1CCN(C(C)=O)CC1,2,4,1,-4,3,2,0,-1,1
CCCNc1[nH]c(=O)n(C)c(=O)c1N=O,1,4,0,13,1,4,7,1,2
COC(=O)COc1ccc(S(=O)(=O)N2CCc3ccccc3C2)cc1C,2,6,3,0,4,12,-1,10,-1
Cc1cc([N+](=O)[O-])nn1CCCC(=O)Nc1cc(Cl)ccc1Cl,-2,1,3,-2,5,5,-2,4,-2
COc1ccc(-c2nc(-c3ccccc3)c(-c3cc([N+](=O)[O-])ccc3C)[nH]2)cc1O,-4,1,-4,-24,10,39*,21,10,-5
O=C(Nc1c(S(=O)(=O)c2ccc(Cl)cc2)csc1Br)c1ccccc1Cl,0,-5,9,0,-2,-1,-2,4,4
CN(Cc1ccccc1)S(=O)(=O)c1ccccc1[N+](=O)[O-],-4,2,5,-4,3,-3,-3,4,-5
COC(=O)c1ccc(SCc2cnc(Cl)s2)cc1,4,6,3,9,4,1,-1,4,4
CN(C)S(=O)(=O)c1ccc(C(=O)Oc2cc(=O)[nH]c3ccccc23)cc1,-2,-3,6,4,-1,-6,9,-3,-2
CCOc1ccc2nc(N(CCN(C)C)C(=O)c3ccc4ccccc4c3)sc2c1,-2,6,-3,2,6,-2,1,2,-6
COc1ccccc1N1CCN(C(=O)c2noc(C(C)C)c2[N+](=O)[O-])CC1,1,1,0,6,-2,0,15,5,-5
C=CCSc1nnc(NC(=O)COc2ccc3ccccc3c2)s1,-2,-5,-7,6,2,-3,-6,7,-1
COc1ccc(NC(=O)COC(=O)c2ccco2)c([N+](=O)[O-])c1,0,-1,-3,4,0,5,8,7,-1
C#CC[N+](C)(C)CC#Cc1ccccc1,-1,-3,6,1,0,3,18,5,-2
Cc1ccc(S(=O)(=O)c2c(N)n(/N=C/c3ccco3)c3nc4ccccc4nc23)cc1C,-12,-16,-12,-21,3,-3,-1,-23,-9
Cc1ccc(-c2nc(NC(=O)CSc3cc(C)c4ccccc4n3)ns2)cc1,0,-1,-2,-1,0,2,15,9,-1
Cc1ccc(C(C)n2cc(C(=O)NCc3ccccn3)nn2)cc1 (configuration not stated),1,9,8,-2,3,-9,-1,6,2
COc1cc(NS(=O)(=O)c2ccc(NC(=O)COc3ccccc3C)cc2)nc(OC)n1,0,1,7,0,9,3,2,1,-7
COc1cccc(C(=O)NC2CCCc3ccccc32)c1OC (configuration not stated),-4,2,6,0,-1,2,-3,6,-1
CC(C)(C)NC(=O)C(c1cccs1)N(C(=O)C(=O)NC1CCCC1)c1ccccc1F (configuration not stated),4,0,0,-2,0,1,3,7,-4
O=C(CSc1nc(-c2ccccc2)ns1)NCC1CCCO1 (configuration not stated),-3,-2,0,0,0,-4,6,6,-14
CC(C)(C)OC(=O)C[C@@H]1C/C=C\C[C@H](CC(=O)N(CCO)Cc2ccccc2)C(=O)N[C@@H](Cc2ccccc2)COC1=O,/,/,8,/,3,/,20,9,-2

# The final two records of the part before open the next one:
SMILES,LYPLA1 counter,LYPLA2 counter,PAFAH1B2 FP inh,GSTO1 counter,pPAFAH FP inh,PME-1 primary,PREPL inh,PAFAH1B3 FP inh,PAD4 inh
O=C(CSc1nc(-c2ccccc2)ns1)NCC1CCCO1 (configuration not stated),-3,-2,0,0,0,-4,6,6,-14
CC(C)(C)OC(=O)C[C@@H]1C/C=C\C[C@H](CC(=O)N(CCO)Cc2ccccc2)C(=O)N[C@@H](Cc2ccccc2)COC1=O,/,/,8,/,3,/,20,9,-2
CCN(CC)P1(=O)OC(c2cc(OC)c(OC)c(OC)c2)=Nc2c1c(C)nn2-c1ccccc1 (configuration not stated),-2,-1,10,5,-1,-5,2,6,1
CC(=O)C1=C(O)C(=O)N(CCC(=O)O)C1c1ccccc1[N+](=O)[O-] (configuration not stated),3,6,0,1,3,-1,-2,3,2
O=C(Nc1cccc(Cl)c1)C1COc2ccccc2O1 (configuration not stated),-2,0,-4,-2,1,-1,-1,-1,-4
Cc1ccc(S(=O)(=O)NCCCNS(=O)(=O)c2ccc(C)cc2)cc1,-3,0,4,/,26*,2,4,-1,-2
Clc1ccc2[nH]c(-c3ccccc3)cc2c1,-9,-11,2,-2,13,-4,5,3,-3
CN(C)c1ccc(S(=O)(=O)N(C)C)cc1[N+](=O)[O-],-1,-8,3,9,-5,-4,1,8,-6
COc1ccc(-n2nnnc2SCC(=O)c2ccc(OC)c(OC)c2)cc1,-1,8,1,8,1,-4,-11,9,-4
COCCNC(=O)c1c(CSc2ccc(Cl)cc2)noc1C(=O)NCc1ccccc1,-6,-18,6,-2,-3,-23,-10,7,1
CCCCCC(=O)NNC(=S)NC(C)=O,-7,4,3,-6,0,-6,23,4,2
NC(=S)N/N=C/c1ccc(-c2cccc([N+](=O)[O-])c2)o1,6,-5,7,5,4,19,28,-2,-2
CC(=O)OC(C(=O)NC1CCCCC1)c1ccc(C)cc1 (configuration not stated),6,12,-2,-1,0,-5,-4,-2,1
CCCSc1nc2sc3c(c2c(=O)[nH]1)CCN(Cc1ccccc1)C3,-11,-10,0,-58,14,-19,33,7,-10
CCN1CCOC(CC(=O)Nc2ccc([N+](=O)[O-])cc2)C1=O (configuration not stated),0,-3,1,13,3,1,-6,-1,-1
O=C(NC1CCCC1)C(c1ccccn1)N(C(=O)c1csnn1)c1ccccc1 (configuration not stated),1,5,2,1,3,-2,4,6,-1
COC(=O)c1ccc2nc(-c3cccc(N)c3)cn2c1,1,5,3,11,3,3,2,1,1
COc1ccc2c(c1)O/C(=C\c1sccc1C)C2=O,-1,-6,5,-14,7,10,14,-1,-1
CC[C@H](C)C(N)c1cn(C(CCCN=C(N)N)C(=O)N2CCNCC2)nn1 (some centres not stated),0,-1,0,3,1,3,14,1,-2
COc1ccc(Sc2nc(-c3ccccn3)ncc2OC)cc1,0,-1,5,5,15,-3,32,6,2
CC(C)OP(=O)(CCP(=O)(OC(C)C)OC(C)C)OC(C)C,3,-2,6,-8,12,-2,7,5,2
Cn1c(CN2CCCCC2)nc2cc(NC(=O)c3ccc(Cl)cc3)ccc21,-2,-1,2,-6,1,-4,18,-1,-3
COc1ccc(N2CCN(C(=O)Cn3cnc4sc(C)c(S(=O)(=O)N5CCOCC5)c4c3=O)CC2)cc1,-7,-2,1,0,6,2,1,-2,-1
CCO[C@@H]1OC(C(=O)N2CCOCC2)=C[C@H](C2CCCCC2)[C@H]1CCCO,1,-4,0,1,5,-3,1,8,-2
Cn1c(Cn2cnc([N+](=O)[O-])n2)nnc1SCC(=O)Nc1ccc(Br)cc1,-2,3,1,10,3,-4,9,-2,-5
CSc1ccc(CNCCCSc2ncccn2)cc1,-1,2,4,3,1,-1,6,4,0
Cc1ccc(S(=O)(=O)N2CCCC(NC(=O)N3CCN(c4ccccc4)CC3)C2)cc1 (configuration not stated),-3,0,4,5,6,-1,14,5,-1

# Next records:
SMILES,LYPLA1 counter,LYPLA2 counter,PAFAH1B2 FP inh,GSTO1 counter,pPAFAH FP inh,PME-1 primary,PREPL inh,PAFAH1B3 FP inh,PAD4 inh
CN(CC(=O)Nc1ccc(Cl)c(Cl)c1)C(=O)CC1OC(=O)c2ccccc21 (configuration not stated),0,1,3,4,1,2,-116,0,-5
CSc1nc(NC(C)(C)C)nc(Oc2ccc(=O)[nH]n2)n1,-1,0,3,0,5,-6,-11,9,2
CCOC(=O)CC1=NN(c2ccccc2)C(=O)/C1=C\c1ccc(N(C)C)cc1,3,-2,0,13,-3,1,7,-8,-8
CCOC(=O)N1CCN(C(=O)c2cn(C)c3ccc(S(=O)(=O)N4CCOCC4)cc3c2=O)CC1,6,2,5,-2,0,0,15,5,-2
O=C(O)c1cc(-c2ccco2)nc2cc3ccccc3cc12,-2,3,4,15,25*,-5,-2,15,2
CCCN(Cc1cc2cc(C)ccc2[nH]c1=O)C(=O)c1ccccn1,-3,-3,4,4,3,-6,3,3,-2
COC(=O)c1ccccc1OS(=O)(=O)N(C)C,-2,-3,0,-1,4,5,15,5,-3

# Screening data from PubChem.
